HSF1 activator: increases HSF-1 driven luciferase reporter signal; NIH3T3-HGL HSF-1 luciferase reporter, MG132, 8 h; 100% = twice DMSO control signal; activation, % at 9 µM; 1.7% of 300,000 active;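 active = mean replicate activation of at least 50% with a set share of replicates each reaching 50%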;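 note: 0% = median of the neutral control wells and 100% = twice that signal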
HSF1 inhib: HSF1 inhibition; NIH3T3-HGL HSE-luciferase, MG132-induced, luminescence 8 h; active compounds read low; 0.77% of 300,000 active; activity change, negative = inhibition, % at 7.5 µM (by protocol);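 active = more than half of replicate wells show activity change below -50%, luminescence cut by over half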;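 note: luciferase reports HSF-1 transcriptional activity via heat shock element; 0% = median of DMSO wells and -100% = zero luminescence signal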
GSK3beta inhib: human GSK3beta kinase inhibition. P49841. 0.038% of 300,000 active. activity score (negative = inhibition), % at 10 µM. GST-GSK3beta kinase, ADP-Glo luminescence, 60 min; active compounds read low;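 active = more than half of replicate wells score below -50%, meaning over 50% inhibition versus plate controls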;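 note: 0% = median DMSO wells and -100% = median GW8510 positive control wells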
Target sequence (P49841 whole entry, looked up): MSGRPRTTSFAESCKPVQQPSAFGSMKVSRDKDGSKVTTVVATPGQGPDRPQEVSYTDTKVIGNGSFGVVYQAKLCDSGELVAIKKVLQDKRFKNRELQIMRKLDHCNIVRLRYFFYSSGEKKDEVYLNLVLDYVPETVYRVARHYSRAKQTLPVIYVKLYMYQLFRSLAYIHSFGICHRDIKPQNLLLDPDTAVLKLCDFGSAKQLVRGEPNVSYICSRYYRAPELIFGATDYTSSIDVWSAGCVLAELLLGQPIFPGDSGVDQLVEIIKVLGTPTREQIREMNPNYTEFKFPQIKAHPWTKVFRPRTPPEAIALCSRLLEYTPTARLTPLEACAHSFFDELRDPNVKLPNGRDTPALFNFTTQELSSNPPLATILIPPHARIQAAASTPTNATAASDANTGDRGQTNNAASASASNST
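Assay system: GST-fused GSK3beta enzyme, cell-free / Medium: Tris pH 7.5 buffer with MgCl2, DTT, BSA, heparin / Also added: peptide substrate plus 25 µM ATP (final) / Compound: 10 µM single point / Timing: kinase reaction with compound 60 min at room temperature / Detection: ADP-Glo luminescence / Benchmarks: DMSO neutral wells and GW8510 at 20 µM as positive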
IEC-6 cytotox: kills IEC-6 intestinal cells in KLF5 counter-screen; 0.78% of 290,000 active; AID 1825; inhibition, % at 5 µM; IEC-6 cytotoxicity, luminescence viability; in the data active = inhibition above about 22%;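 note: 0% = plate median of test compound wells and 100% = cytotoxic reference compound wells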
HIF act: HIF pathway transcriptional activation | U2OS HRE-luciferase reporter, luminescence; normalized: DMSO 0%, desferrioxamine 100% | 0.32% of 300,000 active | activation, % at 7.5 µM (by protocol);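 active = mean activation of at least 10% of the iron chelator positive control signal, with at least half of replicates also reaching 10%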
aSyn UTR inh: MLPCN primary screen, SNCA 5' untranslated region; 0.82% of 300,000 active; inhibition, % (tested at 7.5 µM); alpha-synuclein 5'UTR reporter, inhibitor activity; in the data active = inhibition above about 60%;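 note: H4 neuroglioblastoma cells stably carrying SNCA 5'UTR luciferase fusion; 0% = DMSO wells and 100% = positive control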
AI-2 QS mod: Vibrio harveyi AI-2 quorum sensing modulation. Vibrio harveyi JMH597 AI-2 luminescence/OD600 ratio, 9 h; active compounds read low; strain lacks LuxN and CqsS sensors; 0 = neutral-control median. activity change, % at 7.5 µM. 0.4% of 300,000 active. AID 2094; in the data active = activity change below about -75%, passing the limit was not always enough;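 note: luminescence divided by OD600 gain over 9 h not by final OD600 alone; inactives centre near 13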
HSP90 inh: blocks HSP90-mediated luciferase refolding in reticulocyte lysate; Rabbit reticulocyte lysate, luciferase refolding luminescence, 3 h; inhibition, % at 5.6 µM; 0.91% of 290,000 active;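 active = inhibition above the screen-wide mean plus 3 SD, computed separately per campaign, cut at about 16% in these data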;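 note: 0% = DMSO wells and 100% = 60 µM geldanamycin wells; inhibitors lower the luminescence because luciferase stays unfolded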
GSK3 alpha inh: inhibitors of human GSK-3 alpha kinase; ADP-Glo luminescence, 60 min; inhibition, % at 10 µM; 0.1% of 320,000 active; AID 2650;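 in the data active = inhibition above about 50%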;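 note: GST-tagged GSK-3 alpha with peptide substrate and 25 µM ATP; 0% = DMSO neutral wells and 100% = GW8510 positive control wells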
Target sequence (P49840 whole entry, looked up): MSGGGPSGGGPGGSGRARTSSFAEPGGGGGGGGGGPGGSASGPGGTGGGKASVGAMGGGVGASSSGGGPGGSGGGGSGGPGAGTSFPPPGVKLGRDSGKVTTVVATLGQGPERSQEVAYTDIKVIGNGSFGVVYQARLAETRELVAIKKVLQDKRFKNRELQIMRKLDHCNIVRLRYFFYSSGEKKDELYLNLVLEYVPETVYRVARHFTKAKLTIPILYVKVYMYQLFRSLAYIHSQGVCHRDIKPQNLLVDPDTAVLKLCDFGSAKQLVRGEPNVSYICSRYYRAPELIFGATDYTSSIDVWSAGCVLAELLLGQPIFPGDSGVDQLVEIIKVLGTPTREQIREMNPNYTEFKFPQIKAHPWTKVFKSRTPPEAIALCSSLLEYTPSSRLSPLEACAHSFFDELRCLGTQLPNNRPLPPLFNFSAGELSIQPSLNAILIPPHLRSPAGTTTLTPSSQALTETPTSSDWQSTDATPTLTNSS
KLF5 inh: inhibitors of KLF5 expression | inhibition, % at 5 µM | 0.23% of 290,000 active | DLD-1 KLF5 promoter-luciferase reporter, luminescence;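 active = inhibition above a per-plate limit of that plate's mean compound inhibition plus 3 SD, cut at about 60% in these data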;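 note: 0% = DMSO wells and 100% = LY294002 at 200 µM; higher means less KLF5 promoter-driven luciferase light; inactives centre near -14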
The depositor's hits bear a star; x = no result given.

SMILES	HSF1 activator	HSF1 inhib	GSK3beta inhib	IEC-6 cytotox	HIF act	aSyn UTR inh	AI-2 QS mod	HSP90 inh	GSK3 alpha inh	KLF5 inh
CCC(=O)c1c[nH]c(C(=O)NCc2ccco2)c1	-13	1	-3	4	-0.2	10	8	1	-3	-10
CCOCc1nnc(NC(=O)CS(=O)(=O)c2ccc(C)cc2)s1	-11	-1	0	0	0.3	5	36	1	-4	-17
CC(Nc1cc(N2CCN(S(C)(=O)=O)CC2)ccc1[N+](=O)[O-])c1ccccc1 (stereo unspecified)	11	-5	-9	1	1.1	23	19	-4	0	1
C/C(=C\c1ccccc1)C(=O)c1c(C)cc(C)[nH]c1=O	8	1	-1	-2	-0.2	0	11	-7	-1	-13
O=c1c2ccc(Cl)cc2[nH]c(=S)n1CCC1=CCCCC1	8	2	3	2	1.2	-32	8	-2	-5	1
COC(=O)c1cc(NC(=O)c2ccccc2)c(=O)oc1C/C=N\OCc1ccc(Cl)cc1Cl	13	13	-1	-3	0.0	2	43	1	-2	-12
C/C(=N/NC(=O)c1ccccc1)C(=O)O	6	4	2	-6	1.7	-36	13	-10	-2	-40
Cc1nc2ccc(NC(=O)NCCCO)cc2s1	-27	-25	-2	-1	0.5	-64	24	1	x	-29
CC(C)(C)[C@@H]1C=C(C(=O)NCc2ccccc2)O[C@H](OCc2ccc(CO)cc2)C1	6	8	3	-4	0.2	-16	16	-2	1	-1
Cc1ccc(CN2CCN(C3CCC3)CC2CCO)cc1 (stereo unspecified)	35	8	0	-2	-1.0	-4	7	1	-1	-7
CCCCOc1ccc(C(O)(CCN2CCOCC2)c2ccccc2)cc1 (stereo unspecified)	35	8	-3	-1	-0.6	-6	12	2	-1	-11
CCCCN1C(=O)CCC(C(=O)O)C1c1ccc([N+](=O)[O-])cc1 (stereo unspecified)	-5	-10	1	9	0.6	5	-8	2	-2	1
Cc1[nH]c2ccc(C(=O)NCCN3CCOCC3)cc2c1C	20	-9	-4	0	0.4	-17	0	5	8	-12
C/C(=N/NC(=O)c1ccccc1)C1=C(O)CC(C)(C)CC1=O	37	31	0	-1	1.7	-95	15	2	-3	-104
CC(C)CN1CCC(CN(C)Cc2nc(-c3cnccn3)no2)CC1	-5	-11	5	-2	-0.2	-42	8	-1	-2	-9
O=C(Nc1cccc(C(F)(F)F)c1)c1cccnc1N1CCN(c2ccccc2)CC1	-11	12	2	-1	0.0	15	7	0	-2	-22
C=CCn1c(C(CC)CC)nc2ccccc21	49	11	2	-3	-0.7	7	12	-6	1	0
CCOc1ccc(NC(=O)CSc2ccc3nnc(-c4ccccn4)n3n2)cc1	15	2	0	-3	-0.3	2	8	1	-2	-36
O=C(NCCc1nnc2ccc(NCCCN3CCOCC3)nn12)c1ccccc1	-11	0	-3	5	-0.2	3	11	6	0	-6
Cc1ccc(N2CCN(S(=O)(=O)N3CCCCC3)CC2)cc1C	6	0	0	-3	0.2	-8	12	0	-1	4
CCCNC(=O)CN1C(=O)COc2ccc(S(=O)(=O)N3CCCCCC3)cc21	-10	0	0	1	0.2	18	4	3	x	-25
O=c1c2cc(Br)ccc2nc(-c2cccc(C(F)(F)F)c2)n1O	-7	0	2	-1	-0.1	51	35	-1	-2	-4
CCCNc1c(NS(=O)(=O)c2ccc(NC(=O)CC)cc2)c(=O)oc2ccccc12	-6	2	-2	-15	-0.6	-6	1	-7	0	0
O=c1nc(N(c2ccccc2)c2ccccc2)[nH]c(=O)[nH]1	-2	2	5	-2	-0.2	12	11	-2	0	-8
COc1cc(CNCc2ccccn2)ccc1OCC(=O)NC1CCCCC1	x	x	-2	1	x	23	26	2	x	-40
Continued.
SMILES	HSF1 activator	HSF1 inhib	GSK3beta inhib	IEC-6 cytotox	HIF act	aSyn UTR inh	AI-2 QS mod	HSP90 inh	GSK3 alpha inh	KLF5 inh
CN1/C(=C\C(=O)CSc2nncn2C)C(C)(C)c2ccccc21	-3	-2	-5	2	0.1	7	22	1	1	-30
O=C(CNC(=O)c1ccccc1F)NCCN1C(=O)S/C(=C\c2ccccc2Cl)C1=O	-7	-1	2	4	-0.5	-1	6	6	1	-10
NC(=O)c1ccccc1NC(=O)COc1ccc(Cl)cc1	21	19	0	-2	2.0	-101	6	-3	0	-89
COc1cccc(/C=C2/SC(=S)N(CCC(=O)N3CCOCC3)C2=O)c1	1	4	1	1	0.3	-38	3	-4	0	-15
Cc1cccc(NC(=O)C2CCCN(C(=O)Nc3ccccc3)C2)c1C (stereo unspecified)	-1	-2	0	-2	0.0	25	13	6	-2	-27
Clc1ccc(-c2cc(CN3CCOCC3)no2)cc1	24	2	0	2	3.6	-148	0	4	-2	-150
CC(NC(=O)c1cncc(Br)c1)c1ccc(S(N)(=O)=O)cc1 (stereo unspecified)	10	5	0	-5	3.2	0	17	0	6	-40
CN(C(=O)COC(=O)c1cc(-c2ccco2)nc2ccccc12)C1CCS(=O)(=O)C1 (stereo unspecified)	6	-4	3	-9	1.5	7	-2	6	2	-15
CSc1n[nH]c(NC(=O)c2c(-c3c(Cl)cccc3Cl)noc2C)n1	15	9	5	4	-0.9	-6	7	-1	3	-16
Cc1c(C#N)c2ccccc2n1CC(=O)O	-3	-8	1	-1	1.5	28	15	2	1	5
COc1ccc(C(C(=O)NC2CCCC2)N(CCO)C(=O)Cn2nnc(-c3ccc(C)o3)n2)cc1 (stereo unspecified)	-3	-2	-1	-4	-0.6	-8	24	1	1	-11
N/C(=N\c1nc(C(F)(F)F)cc(=O)[nH]1)Nc1ccc(Cl)cc1	19	-2	3	1	-0.1	10	23	-3	-1	-12
COc1cc(CNCCCO)ccc1OCC(=O)NC(C)(C)C	-1	-4	0	6	0.2	-4	19	0	-1	-14
Cn1c(SCC(=O)N2CCCCCC2)nc2c([nH]c3ccccc32)c1=O	7	0	1	0	-0.3	16	-5	1	1	-30
O=C(CN1CCOCC1)N/N=C/c1ccccc1	-3	0	-2	-6	0.2	-10	25	-1	0	-4
COc1cc(C(C(=O)NC2CCCCC2)N(Cc2ccco2)C(=O)c2cnccn2)cc(OC)c1OC (stereo unspecified)	-8	-10	-1	-8	-0.1	-11	8	-1	3	-26
COCCNC(=O)c1ccccc1-c1nc(-c2ccccc2OC)no1	-4	0	-1	0	0.5	-41	-1	2	-2	17
CC(NC(=O)CSc1nnc(CC(=O)Nc2ccc(Cl)c(Cl)c2)n1C)c1ccccc1 (stereo unspecified)	29	1	2	1	0.9	-11	2	0	-3	-10
CC(OC(=O)Cn1[nH]c(=O)c2ccccc2c1=O)C(=O)c1ccccc1 (stereo unspecified)	-6	2	0	3	-0.6	8	13	-1	-1	-19
CC(C(=O)NCCc1nc2ccccc2[nH]1)n1cc([N+](=O)[O-])cn1 (stereo unspecified)	-6	-4	1	3	-1.0	31	14	2	-3	-16
COC(=O)CN1C(=O)S/C(=C/c2ccc(N3CCCCC3)o2)C1=O	33	-5	1	-4	0.4	-89	3	-3	-3	-4
CC1(OC(=O)CCc2ccccc2)C(=O)C=C2C=C(C3CC3)OC=C2C1=O (stereo unspecified)	-19	-6	-4	x	-0.5	23	53	x	-6	x
Cc1c(C)c2ccc(O[C@@H]3O[C@H](CO)[C@H](O)[C@H](O)[C@H]3O)c(C)c2oc1=O	6	1	-7	2	3.3	-33	11	7	2	-13
O=C(N=C1SC2CS(=O)(=O)CC2N1c1cccc(Cl)c1)C1CCCO1 (stereo unspecified)	6	0	5	-2	0.1	-18	x	-5	-3	-24
COc1ccc2c(=O)c(C(=O)NCc3ccccc3)c[nH]c2c1	0	1	-4	0	-7.8	-14	-1	7	4	-33
(more compounds)
SMILES	HSF1 activator	HSF1 inhib	GSK3beta inhib	IEC-6 cytotox	HIF act	aSyn UTR inh	AI-2 QS mod	HSP90 inh	GSK3 alpha inh	KLF5 inh
COc1ccccc1N1CCN(C2CCCN(C(=O)CCN3CCCCO3)C2)CC1 (stereo unspecified)	-14	-2	-1	2	0.7	7	9	-4	2	-11
CC1CCN(CC(=O)Nc2nc(-c3ccccc3)cs2)CC1	-14	-2	0	7	0.0	-15	17	0	-1	-7
N#Cc1c(Cl)nc(SCc2ccccc2)nc1-c1ccccc1	x	x	x	-7	x	x	x	-3	-7	-4
O=C1c2ccccc2NC2CCCCCN12 (stereo unspecified)	-5	-9	0	4	1.4	1	24	0	-1	-20
COc1ccc(-c2c(NC(=O)C(C)C)n(C)c3ccccc3c2=O)cc1	8	-4	0	2	-0.1	12	1	1	2	-25
C=CCSc1nccc(-c2nn(-c3ccc(C)cc3)ccc2=O)n1	2	-5	2	39*	-0.3	61	23	1	4	20

Molecules shown so far with an aryl thioether with sulfur outside any ring:
SMILES	HSF1 activator	HSF1 inhib	GSK3beta inhib	IEC-6 cytotox	HIF act	aSyn UTR inh	AI-2 QS mod	HSP90 inh	GSK3 alpha inh	KLF5 inh
CCOc1ccc(NC(=O)CSc2ccc3nnc(-c4ccccn4)n3n2)cc1	15	2	0	-3	-0.3	2	8	1	-2	-36
CN1/C(=C\C(=O)CSc2nncn2C)C(C)(C)c2ccccc21	-3	-2	-5	2	0.1	7	22	1	1	-30
CSc1n[nH]c(NC(=O)c2c(-c3c(Cl)cccc3Cl)noc2C)n1	15	9	5	4	-0.9	-6	7	-1	3	-16
Cn1c(SCC(=O)N2CCCCCC2)nc2c([nH]c3ccccc32)c1=O	7	0	1	0	-0.3	16	-5	1	1	-30
CC(NC(=O)CSc1nnc(CC(=O)Nc2ccc(Cl)c(Cl)c2)n1C)c1ccccc1 (stereo unspecified)	29	1	2	1	0.9	-11	2	0	-3	-10
N#Cc1c(Cl)nc(SCc2ccccc2)nc1-c1ccccc1	x	x	x	-7	x	x	x	-3	-7	-4
C=CCSc1nccc(-c2nn(-c3ccc(C)cc3)ccc2=O)n1	2	-5	2	39*	-0.3	61	23	1	4	20

Screening data deposited in PubChem BioAssay by several laboratories.
